# A-T KAP1 phos – potential ataxia-telangiectasia treatment; […] A-T fibroblasts, KAP-1 phosphorylation AlphaLISA; neocarzinostatin DNA damage 30 min before lysis; Potency, µM (titrated, usually from 57.5 µM), inactives show top-dose activation, hits mostly activators; actives 0.19% (n = 320,000); further: potency means the concentration at half of the fitted maximal effect; % of control where 0% means no effect; nearly all actives have a fitted effect of over 45% in size
#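 ATM-like activity read as KAP-1 phosphorylation via AlphaLISA donor/acceptor antibody pairs after lysis and 6 hr at 25C. Cells were ATM-null patient fibroblasts ([…], hTERT), dosed 60 min, then exposed to the DSB inducer NCS for 30 min.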
# MLL CXXC-DNA inh – inhibitors of human MLL CXXC domain-DNA interaction. Q03164. MLL-CXXC / FITC-HOXA9 DNA fluorescence polarization. Potency, µM (doses to about 115 µM), without a hit: at the top dose activity change, negative = inhibition, hits mostly inhibitors. actives 0.037% (n = 290,000). AID 2662; active means well fitted inhibition curve with a large enough effect in the polarisation, with a control signal flat, not every such curve was filed as active; inconclusive means small, poorly fitted or top-dose-only effect, or effect the other way, or a change in a side signal; inactive means no such curve, though single readings can be large or run the other way; the % refers to the polarisation; further: potency means the concentration at half of the fitted maximal effect
#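 Steps: dispense CXXC domain solution (7 uM) → pin compounds or unlabeled HOX-A9 DNA control → 5 min ambient → add FLSN-HOX-A9 solution (50 nM) → spin → 30 min ambient → fluorescence polarization. Tris pH 7.5/NaCl/DTT/BSA buffer.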
# Coupling enz – coupling enzyme interference in Giardia aldolase counter-screen; coupling enzyme system counterscreen, AmpLite Red fluorescence; activity change, negative = inhibition, % at 58.2 µM, hits read low; actives 0.67% (n = 290,000); AID 2472; in the data active means activity change below about -30%; further: on the % scale 0 is the no-effect control and ±100 the full control effect
#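 Activity here indicates interference with the coupling reaction, not aldolase inhibition. Compounds at 57.5 uM final met coupling enzymes for 10 min at RT; substrate and AmpLite Red detection followed, with a 525/598 nm fluorescence read after 20 min.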
# TSHR antag – antagonists of human thyroid stimulating hormone receptor. actives 0.2% (n = 330,000). AID 504810. P16473. activity change, negative = inhibition, % at 11.5 µM. TSHR-expressing cells, TSH-stimulated cAMP HTRF, 2 h; stronger effect = lower value;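 active means activity change below a set negative limit, meaning inhibition stronger than a set level, cut at about -70% in these data; inconclusive means activity change between two set negative limits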; further: on the % scale 0 is the no-effect control and ±100 the full control effect
#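 Antagonism was scored as loss of TSH-driven cAMP in TSHR cells, stimulated with 4nM TSH (EC80) for 2 hours at 37 deg C and detected by homogeneous HTRF competition immunoassay.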
# BCR signal inh – chronic active BCR signaling inhibition; ABC-DLBCL IkBa-CBG/CBR reporter, luminescence ratio, 4 h; Potency, µM (highest dose often 46.1 µM), without a hit: at the top dose ratio change, negative = lower green/red ratio, actives largely listed as inhibitors; actives 0.05% (n = 340,000); AID 493014; active means well fitted inhibition curve with a large enough effect in the signal ratio, with a control signal flat, not every such curve was filed as active; inconclusive means small, poorly fitted or top-dose-only effect, or effect the other way, or a change in a side signal; the % refers to the signal ratio;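 further: potency means the concentration at half of the fitted maximal effect; plate controls were basal doxycycline-induced cells for no effect and cells given 10 µM MG132 for full effect; MG132 reads +100%, hits lower the ratio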
#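 Concentration-response series (up to 46 uM) were applied to TMD8 dual-reporter cells for 4 h at 37C with doxycycline. Green/red ratio, after filter-overlap correction, defined %Activity; red signal alone was normalised to basal cells and zero luminescence.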
# hERG WT inh – KCNH2 (human, wildtype) channel inhibition. Q12809. U2OS, BacMam KCNH2, thallium flux FluxOr; stronger effect = lower value. activity change, % at 1.84 µM. actives 0.37% (n = 340,000);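 active means maximum activity change below -70%; inconclusive means maximum activity change between -70% and -50%; inactive means maximum activity change above -50%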; further: on the % scale 0 is the no-effect control and ±100 the full control effect
#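 U2OS cells were transduced with wild-type KCNH2 virus (2.03 x 10^8 / mL) for 4 h at room temperature, then cultured overnight at 37 C. Thallium flux was read with FluxOr dye. Rate constants were normalized to DMSO controls.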
# Giardia killer – kills Giardia lamblia; Giardia lamblia trophozoite viability; activity change, % at 7.66 µM, hits read low; actives 0.15% (n = 340,000); AID 540267; in the data active means activity change below about -80%; inconclusive means between about -30% and that limit;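 further: parasites exposed to compound for two days anaerobically before the ATP read; on the % scale 0 is the no-effect control and ±100 the full control effect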
#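 Media and compound were dispensed first, then trophozoites at 100 cells/well; plates sat 48 hrs at 37 deg C without oxygen before ATP luminescence reagent was added and read after 15-30 min at room temperature.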
# Tb PFK inh – blocks T. brucei phosphofructokinase; T. brucei PFK, ADP-Glo luminescence; Potency, µM (highest dose often 57.5 µM), inactives show at the highest dose activity, negative = inhibition, actives largely listed as inhibitors; actives 0.17% (n = 330,000); O15648; AID 485367;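 further: potency means the concentration at half of the fitted maximal effect; 0% = uninhibited 1x PFK enzyme wells and -100% = no-enzyme wells; nearly all actives have a fitted effect of over 60% in size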
# Target sequence (O15648 whole entry, looked up): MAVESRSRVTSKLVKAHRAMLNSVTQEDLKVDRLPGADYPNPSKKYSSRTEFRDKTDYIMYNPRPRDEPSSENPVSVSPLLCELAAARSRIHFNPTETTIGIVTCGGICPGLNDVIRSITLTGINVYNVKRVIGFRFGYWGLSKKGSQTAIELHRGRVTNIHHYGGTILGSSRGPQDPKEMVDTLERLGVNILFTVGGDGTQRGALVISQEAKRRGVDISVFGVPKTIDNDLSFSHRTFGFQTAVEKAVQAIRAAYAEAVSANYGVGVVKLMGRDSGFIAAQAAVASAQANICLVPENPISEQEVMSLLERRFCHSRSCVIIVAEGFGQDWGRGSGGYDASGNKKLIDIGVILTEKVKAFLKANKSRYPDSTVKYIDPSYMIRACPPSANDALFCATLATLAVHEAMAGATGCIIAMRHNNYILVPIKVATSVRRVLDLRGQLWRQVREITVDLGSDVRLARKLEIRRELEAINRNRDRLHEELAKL
#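 PFK 1.25 nM, F6P 0.5 mM, ATP 0.1 mM, 0.1 M TEA pH 8.0, 5 mM MgCl2, 0.01% Tween20, 0.1% BSA; 45 min RT. ADP-Glo readout. qHTS titration up to 57 uM; curves fitted, compounds curve-classed.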
# GALK inhibitor – inhibitors of human galactokinase | actives 0.007% (n = 270,000) | Purified GALK, Kinase-Glo residual ATP luminescence | P51570 | Potency, µM (series often up to 57.5 µM), for the others: at the highest dose activity change, negative = inhibition, actives largely listed as inhibitors | AID 1868; further: potency means the concentration at half of the fitted maximal effect; on the % scale 0 is the no-effect control and ±100 the full control effect
# Target sequence (P51570 whole entry, looked up): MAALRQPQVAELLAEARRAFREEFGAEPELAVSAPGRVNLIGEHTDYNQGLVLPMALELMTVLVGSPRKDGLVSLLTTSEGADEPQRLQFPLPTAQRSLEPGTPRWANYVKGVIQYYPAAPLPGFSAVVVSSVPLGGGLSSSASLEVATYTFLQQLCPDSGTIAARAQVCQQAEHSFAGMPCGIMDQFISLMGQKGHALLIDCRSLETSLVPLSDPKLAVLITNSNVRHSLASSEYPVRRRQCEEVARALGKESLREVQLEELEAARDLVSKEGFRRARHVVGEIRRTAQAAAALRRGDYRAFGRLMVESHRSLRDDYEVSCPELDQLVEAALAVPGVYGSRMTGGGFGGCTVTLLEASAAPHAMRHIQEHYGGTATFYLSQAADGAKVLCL
#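 Quantitative HTS: GALK 5 nM, ATP 35 uM, galactose 100 uM, 1 h room temperature, then luciferase-based ATP detection.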
# TCR activator – T cell receptor activation; primary human leukocytes, anti-CD3, IL-2 HTRF, 48 h; 330,000 tested, under 10 active; Potency, µM (titrated, usually from 9.22 µM), for inactives: at the top dose activation of IL-2 secretion, usual class: activators; AID 504894; further: % of control where 0% means no effect
#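 48 hr co-incubation of compounds, a-CD3 beads and primary human leukocytes; IL-2 quantified homogeneously by HTRF with anti-IL-2 K and d2 conjugates.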
# Numbers without * were called inactive; ? = inconclusive; . = no result given; & = joins results of further samples; [ ] = another dose, or the depositor's remark. Unless noted, the call rests on the fitted dose curve; in most records, active means well fitted curve in the direction sought with a large enough effect; inconclusive means small, poorly fitted or top-dose-only effect, or another doubt; inactive means no such curve, though single readings can be large; an effect the other way counts as inactive or inconclusive. Hits appear at their usual frequency; any-hit rate near 1.6%.
Compound	A-T KAP1 phos	MLL CXXC-DNA inh	Coupling enz	TSHR antag	BCR signal inh	hERG WT inh	Giardia killer	Tb PFK inh	GALK inhibitor	TCR activator
Cc1nnc(SCC(=O)NCCC2=CCCCC2)[nH]c1=O	3%	.	.	-3	-2%	-1	2	0%	.	2%
CCCCn1nc(-c2ccccc2)c2nc3ccccc3nc21	5%	?	3	1	13%	.	.	-6%	3%	.
COC(=O)c1ccc(NC(=S)NCCCn2ccnc2)cc1	-2%	-18%	1	8	4%	3	7	6%	-1%	2%
CC(C)C(C)(C#N)NC(=O)CSc1nc2scc(-c3ccc(F)cc3)c2c(=O)n1Cc1ccccc1 (configuration not stated)	0%	11%	-4	-4	?	4	7	0%	2%	0%[46.1 µM]
Cc1cccc(Nc2nc(C)cc(C)c2C#N)c1	11%	-7%	0	15	8%	-2	0	2%	4%	1%
CC(NC(=O)c1ccc(N2CCNCC2)c([N+](=O)[O-])c1)C12CC3CC(CC(C3)C1)C2 (configuration not stated)	2%	0%	3	-2	0%	-9	-17	-1%	5%	-6%
CC(CCc1ccccc1)NC(=O)C1CCN(c2nnc(-n3cccc3)s2)CC1 (configuration not stated)	10%	-10%	1	1	-3%	31	-10	4%	2%	-6%
COC1(C2=NCCN2)COc2ccccc2O1 (configuration not stated)	-5%	5%	.	-11&-2	?	-7	-22	0%	.	1%
COc1ccccc1NS(=O)(=O)c1cccc(C(=O)NCC(C)(C)N2CCOCC2)c1	2%	17%	.	-4	0%	8	-4	1%	4%	13%
CCN(CCCNC(=O)CN(C)S(=O)(=O)c1cccc2nsnc12)c1ccccc1	-4%	2%	0	-8	-2%	-22	-18	-6%	1%	-6%
CCOc1ccc(S(=O)(=O)Nc2ccc(C(=O)NCC3CCCO3)cc2)cc1 (configuration not stated)	9%	9%	.	14	-4%	13	2	-9%	4%	1%
Cc1ccc(NC(=O)COC(=O)CCC2CCCC2)c(Br)c1	-5%	.	.	-12	-2%	-2	4	-5%	.	3%
O=C(NCCN1CCOCC1)c1cccc(S(=O)(=O)N(Cc2ccccc2)c2ccccc2)c1	1%	.	.	2	1%	4	8	-8%	.	4%
CCc1nnc(NC(=O)CSc2nccn2-c2cc(C)cc(C)c2)s1	2%	-18%	-2	-5	-2%	-18	-18	-2%	-1%	0%
O=S(=O)(NCC(c1ccco1)N1CCN(c2ccccc2)CC1)c1ccc(F)cc1 (configuration not stated)	1%	-5%	8	5	0%	4	4	0%	-2%	-1%[46.1 µM]

# (more compounds)
Compound	A-T KAP1 phos	MLL CXXC-DNA inh	Coupling enz	TSHR antag	BCR signal inh	hERG WT inh	Giardia killer	Tb PFK inh	GALK inhibitor	TCR activator
COc1ccc(NCc2nnc(SCC(=O)N3CCCc4ccccc43)o2)cc1	3%	0%	-14	5	3%	-7	8	-13%	5%	-3%
COc1ccc(CCN=C(N)NS(=O)(=O)c2ccc(OC)c(OC)c2)cc1OC	-3%	-3%	0	-12	-8%	5	-2	3%	8%	5%
CCOCCCNS(=O)(=O)c1ccc2c(c1)CCN2C(C)=O	-2%	4%	-1	-4	-2%	-16	-18	0%	1%	-6%
CC1=CC(C)(C)N2C(=O)C3(C(C#N)=C(N)Oc4cc(O)ccc43)c3cccc1c32 (configuration not stated)	7%	9%	9	16	-4%	-8	-5	-1%	-3%	-7%
CCN(CC)CCCN1C=C2C(=O)C(C)(OC(=O)C3CCCC3)C(=O)C(c3ccccc3)=C2C=C1CCCC(=O)OC (configuration not stated)	39%	1%	-16&-25	-2	10%	.	14	1%	-1%	17%
Cc1onc(-c2c(F)cccc2Cl)c1-c1nnc(-c2ccc(C(F)(F)F)cc2)o1	8%	28%	-3	-15	20%	1	-9	5%	-1%	1%
CCc1c(C(=O)N/N=C/c2ccc(C)o2)csc1C	-7%	-4%	-2	-1	?	1	-8	-2%	0%	2%[46.1 µM]
N#Cc1ccc(NC(=O)CN2C(=O)NC3(CCCC3)C2=O)cc1	3%	8%	0	-18	-5%	-1	8	-3%	-1%	-1%
CCCCC(=O)N/C(N)=N/c1nc2ccccc2o1	-2%	-9%	-1	0	?	4	-2	3%	6%	-2%
COc1cc(-c2nc(CN3CCN(c4ncccn4)CC3)c(C)o2)ccc1F	1%	-20%	0	-2	-1%	6	1	-1%	0%	-5%
COc1ccccc1N1CCN(C(=O)C2CCCN(S(=O)(=O)c3ccc(C)cc3)C2)CC1 (configuration not stated)	-4%	.	.	0	-1%	-9	-27	1%	.	-11%
Cc1c(N=C/C=C2/N(C)c3ccccc3C2(C)C)c(=O)n(-c2ccccc2)n1C	.	43%[activator]	-1	-4	13%	9&2	11&2	-2%	-5%	2%
CCOc1cc(C(=O)OCC(=O)Nc2cccc(S(=O)(=O)NC3=NCCCCC3)c2)cc(OCC)c1OCC	-5%	.	.	.	0%	-9	-8	-3%	.	3%
Cc1cccc(N2CCN(C(=O)/C=C/c3ccco3)CC2)c1C	2%	3%	1	-10	-8%	-3	2	-6%	.	-1%[46.1 µM]
CC1CN(C(=O)CCC(=O)NCc2ccccc2Cl)c2ccccc2S1 (configuration not stated)	5%	.	1	23	-9%	-7	13	2%	.	-1%

# Additional records.
Compound	A-T KAP1 phos	MLL CXXC-DNA inh	Coupling enz	TSHR antag	BCR signal inh	hERG WT inh	Giardia killer	Tb PFK inh	GALK inhibitor	TCR activator
CC(C)C[C@H](NC(=O)[C@@H]1O[C@H]1C(=O)O)C(=O)NCCCCN=C(N)N	-5%	-1%	2	3	-1%	3	-2	0%	.	-7%
CCN1CCN(c2ccc(NC(=O)c3cc(OC)c(OC)c(OC)c3)cc2)CC1	5%	-1%	3	-1	-1%	-5	3	3%	-2%	3%
O=C(c1cccc([N+](=O)[O-])c1)N1CCN(c2ncccn2)CC1	11%	-4%	-1	2	3%	-8	-7	2%	1%	-11%
Cc1cccc(NC(=O)C(C)N2C(=O)c3ccccc3S2(=O)=O)n1 (configuration not stated)	1%	.	.	11	8%	-6	?	-1%	.	-7%
CC(C)CN(CC(C)C)CC(O)CN(c1ccccc1)S(=O)(=O)c1ccccc1[N+](=O)[O-] (configuration not stated)	0%	-8%	-9	-3	6%	3	-5	-4%	-2%	1%
O=C(COC(=O)/C=C/c1cccc(F)c1)Nc1ccccc1-c1ccccc1	6%	3%	4	0	3%	-12	1	2%	1%	0%[46.1 µM]
CC1CN(CCS(=O)(=O)c2cc(Cl)ccc2Cl)CC(C)O1 (configuration not stated)	3%	3%	0	-2	?	1	7	0%	-3%	0%
O=C(Nc1ncc(Cc2ccccc2Cl)s1)C1CCCO1 (configuration not stated)	2%	-6%	-5	-9	10%	11	8	-4%	1%	0%[46.1 µM]
COc1ccc(N(CC(=O)Nc2ccc(OC)c(Cl)c2)S(=O)(=O)c2c(C)noc2C)cc1	-3%	-2%	-3	-17	2%	-21	19	1%	-2%	-2%
Cn1c2ccccc2c(=O)c2c(=O)n(C3CCCCC3)c(-c3cccs3)nc21	-1%	16%	7	9	?	27	-1	-4%	-2%	-4%
O=C1N/C(=N\N=C\c2cccs2)SC1Cc1cccc(Cl)c1Cl (configuration not stated)	-2%	-2%	1	23	7%	2	9	-6%	0%	-5%[46.1 µM]
O=C(CSC(=S)N1CCOCC1)N1N=CCC1c1ccccc1 (configuration not stated)	-1%	3%	1	-1	-12%	-7	-1	-2%	1%	5%
Cc1ccc(N2CCN(C3=NC(=O)/C(=C\c4cccs4)S3)CC2)cc1	-12%	5%	0	9	?	5	-27	-4%	0%	0%
Cc1ccc(CN2CCC(CNS(=O)(=O)c3ccc(-c4ccc(=O)[nH]n4)s3)CC2)cc1	3%	16%	.	10	-8%	-4	26	0%	2%	-4%
CC1(C)Cc2nc(N)c(=O)sc2C1	1%	8%	3	1	10%	-2	-1	-3%	8%	.

# (further entries)
Compound	A-T KAP1 phos	MLL CXXC-DNA inh	Coupling enz	TSHR antag	BCR signal inh	hERG WT inh	Giardia killer	Tb PFK inh	GALK inhibitor	TCR activator
CCN1CCN(CC(=O)Nc2cc(F)ccc2C)CC1	.	9%	4	5	0%	-4	-3	-2%	3%	-1%
CCCCCCNC(=O)N1C/C=C\C(c2ccc(OC)cc2)N(Cc2ccc(F)cc2)C(=O)C1 (configuration not stated)	-10%	9%	4&3	4	-5%	.	-19&-5	3%	2%	0%
COC(=O)Cn1cnc2c(nnn2Cc2ccc(Cl)cc2)c1=O	.	2%	6	-7	8%	3	20	-5%	2%	7%
O=C(Nn1c(-c2ccc(Cl)cc2)nc2ccccc2c1=O)c1cccnc1Cl	-4%	-6%	3	8	5%	-14	9	5%	1%	10%
COc1ccc(C(=O)NCc2ccc3c(c2)OCO3)cc1S(=O)(=O)NCc1ccc(Cl)cc1	-8%	16%	-3	16	0%	4	-2	-7%	0%	2%
N#Cc1nc(COc2ccc(Cl)cc2)oc1N1CCN(Cc2ccccc2)CC1	5%	2%	-4	-1	-1%	-5	-6	-3%	-1%	0%

# Screens deposited in PubChem BioAssay by National Center for Advancing Translational Sciences (NCATS).
